High-throughput results (PubChem)
ATXN viability = Viability Counterscreen for Primary qHTS for Inhibitors of ATXN expression | S2 cells (HEK-293 line with an ATXN2-luciferase reporter) viability, CellTiter-Fluor protease fluorescence, 24 h | Potency, µM (top dose mostly 56.7 µM), actives largely listed as cytotoxic | actives 0.49% (n = 400,000) | AID 651635, 2014; also: potency is read from the fitted curve at half-maximal effect; nearly all actives have a fitted effect of over 40% in size
TGFb SMAD3 inh = qHTS for Inhibitors of TGF-b; HepG2 CAGA-GFP TGF-b/SMAD3 reporter, GFP fluorescence, 18 h; TGF-beta stimulated, 500 pg/mL final; Potency, µM (titrated, usually from 46.1 µM), for inactives: top-dose activity, negative = inhibition, usual class: inhibitors; actives 1.2% (n = 410,000); also: potency is read from the fitted curve at half-maximal effect; % is scaled to controls: 0 for no effect and ±100 for the full control effect; nearly all actives have a fitted effect of over 65% in size
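First, reporter cells (HEPG2 CAGA-GFP) rested 2 h at 37 degrees C. Next, compounds were pinned in and TGF-beta added to 500 pg/mL final. After 18 h, GFP was imaged per cell and summed per well.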
A549 viability = Nrf2 qHTS screen for inhibitors: counterscreen for cytotoxicity. A549 ARE-Fluc cells, CellTiter-Fluor viability, 18-24 h. Potency, µM (series often up to 46 µM), inactives show at the highest dose activity change, negative = cytotoxicity, usual class: inhibitors. actives 0.16% (n = 390,000). AID 504648, 2011; also: potency is read from the fitted curve at half-maximal effect; % is scaled to controls: 0 for no effect and ±100 for the full control effect
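A549 ARE_Fluc cells in 5% FBS OPTI-MEM were exposed to compounds in concentration-response for 18-24 h at 37 deg C. Viability was read by CellTiter-Fluor fluorescence (Ex 405/Em 525) after 30 min, before the luciferase read.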
Nrf2 inh = Nrf2 qHTS screen for inhibitors. Potency, µM (top dose mostly 46 µM), inactives show at the top dose activity change, negative = inhibition, most hits filed as inhibitors. A549 ARE-Fluc reporter, luciferase luminescence, 18-24 h. actives 2.1% (n = 360,000); also: potency is read from the fitted curve at half-maximal effect; % is scaled to controls: 0 for no effect and ±100 for the full control effect; nearly all actives have a fitted effect of over 60% in size
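In this cell-based qHTS, ARE-driven firefly luciferase in A549 cells reports Nrf2 activity; the luminescent signal after BugLite lysis is the measured value, with a prior CellTiter-Fluor read for cell health.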
MCF10A rerep = A quantitative high throughput screen for small molecules that induce DNA re-replication in MCF 10a normal breast cells. MCF 10A DNA re-replication, Hoechst nuclear intensity, 48 h. Potency, µM (doses to about 46.1 µM), for inactives: top-dose activity, positive = re-replication, most hits filed as activators. actives 2.9% (n = 350,000). AID 624296, 2012; also: potency is read from the fitted curve at half-maximal effect; % of control where 0% means no effect; nearly all actives have a fitted effect of over 50% in size
IL1B secr inh = qHTS for Inhibitors of Inflammasome Signaling: IL-1-beta AlphaLISA Primary Screen | THP-1 LPS/ATP IL-1B secretion, AlphaLISA, 16 h; stronger effect = lower value | activity change, % at 57.5 µM | actives 4.7% (n = 360,000) | AID 743279, 2014; in the data active = activity change below about -50%; inconclusive = mostly about -30% to -49%; also: % is scaled to controls: 0 for no effect and ±100 for the full control effect
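THP-1 cells pretreated 1 hr with compounds (up to 57.5 uM final), then stimulated with LPS (250 ng/mL final) plus ATP (1.25 mM final); secreted IL-1B measured by AlphaLISA after 16 hr, decreased signal indicating inhibition.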
ATXN2 expr inh = Primary qHTS for Inhibitors of ATXN expression; Potency, µM (highest dose often 57 µM), for the others: at the top dose activity change, negative = inhibition, hits mostly inhibitors; HEK-293 ATXN2-luciferase reporter, luminescence, 24 h; actives 0.72% (n = 360,000); also: potency is read from the fitted curve at half-maximal effect; % is scaled to controls: 0 for no effect and ±100 for the full control effect; nearly all actives have a fitted effect of over 55% in size
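qHTS (up to 57 uM final) was run with 24 h compound exposure of reporter cells at 37 °C. Each well was multiplexed: SteadyGlo luminescence measured ATXN2-luciferase expression after a fluorogenic Gly-Phe-AFC viability readout (25 uM final).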
Nrf2 ARE act = qHTS of Nrf2 Activators | Potency, µM (highest dose often 46.1 µM), for inactives: top-dose activation, most hits filed as activators | AID 624171, 2012 | actives 0.31% (n = 410,000) | AREc32 ARE-luciferase reporter (MCF7-derived line), luminescence, 24 h; also: potency is read from the fitted curve at half-maximal effect; % of control where 0% means no effect; nearly all actives have a fitted effect of over 65% in size
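Quantitative high-throughput format: AREc32 reporter cells, 1000 per well, received compound by pin transfer and were incubated 24 hr at 37 deg C, 5% CO2, before Steady-Glo luminescence detection.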
HepG2 viability = qHTS for Inhibitors of TGF-b: Cytotox Counterscreen. HepG2 CAGA-GFP viability, ATP luminescence, 18 h. Potency, µM (top dose mostly 46.1 µM), for inactives: at the highest dose activity change, negative = cytotoxicity, hits mostly cytotoxic. actives 0.76% (n = 410,000). AID 588856, 2011; also: potency is read from the fitted curve at half-maximal effect; some results filed as inactive show a strong effect at the top dose
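HepG2 CAGA-GFP cells (1000/well, DMEM with 1% FBS) received compound, then TGF-beta at 500 pg/mL final, and were incubated 18 hours at 37 degrees C. Viability was read by CellTiter-Glo luminescence. Media-only wells were set as complete cell-killing and DMSO as no toxicity.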
* hit, by the source's call; i = inactive; ? = inconclusive; · = no result given; & = joins results of further samples; [ ] = dose if it differs, or a comment. Unless noted, calls follow the shape of the dose curve; as a rule, active = well fitted curve in the direction sought with a large enough effect; inconclusive = small, poorly fitted or top-dose-only effect, or another doubt; inactive = no such curve, though single readings can be large; an effect the other way counts as inactive or inconclusive. Some of the compounds tested, so the mix of outcomes need not match the whole.

SMILES	ATXN viability	TGFb SMAD3 inh	A549 viability	Nrf2 inh	MCF10A rerep	IL1B secr inh	ATXN2 expr inh	Nrf2 ARE act	HepG2 viability
CC1=CC2/C=C(\C)CCC(O)C(O)/C=C/C(=O)C23C(=O)NC(CC(C)C)C3C1C (centres undefined)	·	3.2µM*	16µM*	15µM*	?	-106*	?	?	-117%
O=C(O)c1nn(Cc2ccc(Cl)cc2Cl)c2ccccc12	i	4%&0%	8%	?	1%&3%	-22	7%&-3%&-13%	-0.5%	-34%&-8%
COC(=O)c1c(C)n(Cc2ccccc2)c2ccc(O)cc12	i	4%	-22%	14%	-37%[inhibitor]	45	0%	-0.6%	-6%
CCN(CC)CCCN=Cc1c(O)n(-c2cccc(C)c2C)c(=O)[nH]c1=O	i	24%	-3%	·	-2%	7	0%	-0.3%	36%
C[C@H]1CN([C@@H](C)CO)C(=O)CCCn2nncc2CO[C@H]1CN(C)C(=O)Oc1ccccc1	i	2%	·	·	·	17	6%	0.4%	14%
COc1cccc(C(=O)C2CCCN(Cc3ccccn3)C2)c1 (centres undefined)	i	-26%	-3%	-5%	-2%	0	·	-0.4%	-5%
COc1ccc(NC(=O)CN2CC=C(c3ccccc3)CC2)cc1S(=O)(=O)N1CCOCC1	i	0%	-4%	-3%	-1%	-13	-13%	2.0%	-23%
CN(C)c1ccc(C=C2C(=O)NC(=O)NC2=O)cc1	i	-5%&0%	-1%	-3%	6%	-5	-28%	0.0%	-5%&4%
CCCCn1c(O)c(C(C)=NCc2cccnc2)c(=O)[nH]c1=O	i	-27%	2%	1%	5%	20	-17%	-0.5%	-3%
Cn1cc(C(O)CN2CCCCC2)c2ccccc21 (centres undefined)	i	-4%	-14%	-11%	20%	-16	·	-1.1%	-1%
Cn1c(O)c(C=NCCCN2CCCC2=O)c(=O)n(C)c1=O	i	7%	?	-15%	-2%	-5	2%	0.2%	3%
CCOP(=O)(OCC)c1cccc(OP(=O)(c2cccc([N+](=O)[O-])c2)c2cccc([N+](=O)[O-])c2)c1	i	28%	-2%	-10%	?	17	4%	0.1%	-10%
COc1ccc(OC)c(NC(=O)Cn2cc(C(=O)c3ccccc3F)c3ccccc32)c1	?	-8%	-7%	14%	·	·	79%[activator]	4.3%	-3%
Clc1cc(Cl)c(Cl)cc1Cl	i	30%	-1%	-9%	2%	-3	1%	-1.2%	-8%
COC(=O)C1=C(c2ccc(F)cc2F)C[C@@H]2CC[C@H]1N2C(=O)NC1CC1	i	5%	-1%	0%	-4%	8	5%	-0.8%	2%
CCCCCn1c(=O)c(C(=O)Nc2ccccc2)c(O)c2ccccc21	i	4%	-1%	?	12%	20	·	0.3%	7%
C[C@@]1([C@@H](NP(=O)(c2ccccc2)c2ccccc2)c2ccccc2)C[C@H]1CCO	i	?	2%	-13%	2%	-4	-9%	-0.9%	-12%
Cc1cc(/C=C2\C(=O)NC(=O)N(c3cccc(F)c3)C2=O)c(C)n1-c1cc(C(=O)O)cc(C(=O)O)c1	i	3%	1%	13%	?	21	-2%[11.3 µM]	-0.5%	19%
O=Cc1cn(Cc2ccc(F)cc2)c2ccccc12	i	0.71µM*	2%	?	?	14	14µM*	0.3%	-43%
O=C(Nc1ccc(Br)cc1C(=O)O)c1ccc2c(c1)C(=O)N(Cc1ccccc1)C2=O	i	-2%	-7%	4%	?	5	-21%	-0.9%	1%
Cc1ncc([N+](=O)[O-])n1CCOc1nonc1N	i	-14%	-2%	3%	0%	4	·	-0.9%	6%
CC(C)=CCC12CN3CCN(CC(C3)C1=O)C2	i	11%	-10%	6%	-1%	8	2%	0.1%	6%
CCC1=CCN(CCc2c(C)[nH]c3ccccc23)CC1	i	7%	4%	1%	25%	-8	-4%	-0.7%	-27%
COc1cc2c(cc1OC)[C@@H]1C(=O)c3ccc4c(c3O[C@@H]1CO2)C[C@H](C(C)C)O4	i	?	-13%	0.29µM*	?	?	?	0.2%	-32%
c1ccc(C2N3CCCN23)cc1 (centres undefined)	i	2%	2%	6%	1%	10	4%	-0.7%	-7%
COc1ccc(CCNCC2CCCO2)cc1 (centres undefined)	i	-6%	0%	0%	-6%	6	·	0.2%	-5%
COc1ccccc1N1CCN(Cc2ccc3c(c2)OCO3)CC1	i	-6%	1%	-12%	-2%	12	-16%	-0.8%	-20%
COc1ccc(/C=C2/C(=O)N(Cc3ccco3)C(=O)N(C(C)C)C2=O)cc1	?	23%	-4%	-18%	18µM*	10	·	0.0%	-2%
O=Cc1cn(Cc2c(F)cccc2Cl)c2ccccc12	?	3.5µM*	3%	12%	?	-24	·	-0.7%	-6%
COc1ccc(NC(=O)c2sc3nc4c(cc3c2N)N2CCC4CC2)cc1OC	?	?	-8%	·	·	·	-26%	-0.7%	-50%
COc1ccc(O)c(CN2CCCC(C(=O)c3ccccc3SC)C2)c1 (centres undefined)	i	-20%	2%	1%	10%	-23	-31%	6.9%	-20%
CCC(=NC1CC1)c1c(O)n(C2CCCCC2)c(=O)[nH]c1=O	i	-7%	8%	9%	3%	27	-17%	-0.2%	-39%
C=Cn1ccnc1P(=S)(c1ccc(N(C)C)cc1)c1nccn1C=C	i	1%	-5%	3%	-1%	-12	-3%	4.0%	-18%
CCCc1cc(=O)oc2c3c(cc(OCC(=O)N4CCC[C@H]4C(=O)O)c12)OC(C)(C)CC3	i	-9%	-8%	8%	-26%	-6	6%	0.5%	-7%
CC1(C(=O)O)CCCC2(C)c3cc(O)ccc3CCC12 (centres undefined)	i	-31%	7%	1%	18µM*	-3	·	0.7%	-35%
Cc1ccccc1-n1c(C)nc2ccccc2c1=O	?	11%	-2%	-1%	11%	2	6%	1.6%	5%
O=C(O)CCn1cc(C=C2C(=O)NC(=S)NC2=O)c(-c2cccc(Br)c2)n1	i	-15%	-1%	5%	-2%	0	-3%	-0.2%	-30%
CCCCC[C@H]1CCCCC[C@H](O)C[C@@H](O)[C@H](O)/C=C/C(=O)O1	i	·	·	·	·	?	-23%	12%	·
O=C(COC(=O)Cc1ccccc1)NC12CC3CC(CC(C3)C1)C2	i	1%	0%	12%	19%	-5	2%	0.0%	-4%
CCN1CCN(P2(=O)C=C(c3ccccc3)OC(c3ccccc3)=C2)CC1	i	17%	-2%	-2%	?	-21	-21%	0.8%	-32%
N#CCCn1cc(C(=O)Nc2ccc(F)cc2)c(-c2ccccc2)n1	i	-4%	0%	-14%	1%	-3	·	-0.8%	-3%
Cn1cc[n+](C)c1P(=S)(c1ccccc1)c1ccccc1	i	-39%	-1%	?	-7%	2	·	0.2%	-1%
CSc1ccc(CN2CCN(C(=O)Cc3ccccc3)CC2)cc1	i	-17%	1%	?	7%	0	·	1.6%	-41%
FC(F)(F)c1ccccc1NC1=NCCCS1	i	-24%	-1%	-12%	0%	15	2%	0.1%	-7%
CCCS(=O)(=O)N1CCCC(C(=O)N2CCC3(CC2)OCCO3)C1 (centres undefined)	i	14%	-1%	-7%	9%	-11	-12%	-1.7%	7%
Cn1c(=O)n(C)c2cc(CNCCc3ccc(F)cc3)ccc21	?	?	-9%	-28%	·	·	-28%	0.3%	-24%
O=C(NN=Cc1ccc(N(CCCl)CCCl)cc1)C(=O)c1c[nH]c2ccccc12	?	5%	-2%	?	16µM*	-9	?	9.6%	1%
C=CCN1C(=O)C2(C(C(=O)OCC)=C(N)Oc3c2c(=O)oc2ccccc32)c2ccccc21 (centres undefined)	i	11%	0%	-8%	-1%	-16	4%	-0.7%	7%
Cc1ccc(C)c(NC(=O)CSc2nnc([C@@H](N)Cc3c[nH]c4ccccc34)o2)c1	i	31%[activator]	9%	-9%	25%	5	-5%	-0.3%	-5%
O=P(Nc1cccnc1)(Oc1ccccc1)Oc1ccccc1	i	-2%	1%	0%	-1%	-7	3%	1.6%	-15%
CSc1ccc(CN2CCN(c3ccccc3C)CC2)cc1	i	?	5%	?	16%	-17	-27%	-0.4%	-13%
CCCNS(=O)(=O)c1ccc(OCC(=O)N2CCN(C)CC2)cc1	i	-7%	10%	1%	-23%	-2	4%	-0.7%	0%
C=CC[N+]1(C)C2CCC1CC(O)C2 (centres undefined)	·	27%	-1%	-14%	6%	0	0%	-0.4%	-5%
CC(C)c1ccc(N2C(=O)NC(=O)/C(=C/C=C/c3ccco3)C2=O)cc1	·	?	?	?	6.5µM*	?	28µM*	2.6%[9.22 µM]	16%
Cc1c(NC(=O)C(C)OC(=O)Cc2ccccc2)c(=O)n(-c2ccccc2)n1C (centres undefined)	i	0%	3%	·	?	5	4%	-0.1%	-6%
O=C(C1CCN(c2nc3ccc(Br)cc3s2)CC1)N1CCC2(CC1)OCCO2	i	-1%	?	?	2%	-29	9%	7.1%	-12%
CC1=NN=C(c2ccc(N)cc2)c2cc3c(cc2C1)OCO3	i	-9%&3%	12%	-3%	-1%	-18	?	3.2%	4%&-9%
CCOC(=O)C1(CCc2ccccc2)CCN(Cc2ccco2)CC1	i	-20%	3%	11%	0%	?	-37%	2.1%	-21%
COc1ccccc1N(CC(=O)NC1CCCCC1)C(=O)c1cnn(C(C)C)c1	i	1%	13%	1%	3%	23	4%	-1.0%	-17%
